# Vif-APOBEC3F blk – qHTS for Inhibitors of Vif-A3F Interactions: qHTS; HeLa A3F-eYFP + Vif (tagged APOBEC3F with the HIV-1 protein that degrades it), YFP fluorescence increase; Potency, µM (titrated, usually from 46.1 µM), inactives show top-dose activity, negative = active; hit rate 0.2% among 390,000; also: potency is read from the fitted curve at half-maximal effect; % of control where 0% means no effect; nearly all actives have a fitted effect of over 65% in size
#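 HeLa cells stably expressing Vif plus C-terminally eYFP-tagged A3F were seeded, incubated overnight at 37 deg C, dosed with compound, incubated overnight again at 37 deg C. Yellow fluorescence (Ex 488/Em 500-530) reported blocked Vif-mediated A3F-eYFP degradation.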
# TrxR1 substrate – qHTS Assay for Substrates of Mammalian Selenoprotein Thioredoxin Reductase 1 (TrxR1): qHTS; purified TrxR1 substrate turnover, NADPH consumption readout; hit rate 0.01% among 390,000; Thioredoxin reductase 1, cytoplasmic (Rattus norvegicus), O89049; Potency, µM (titrated, usually from 114 µM), for the others: top-dose activity change, negative = substrate turnover; also: potency is read from the fitted curve at half-maximal effect; % is scaled to controls: 0 for no effect and ±100 for the full control effect; nearly all actives have a fitted effect of over 50% in size
#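 Rat TrxR1, dispensed at 90 nM, was prereduced with 400 uM NADPH (final) for 5 min at ~22 deg C, then incubated with compound 15 min before 400 uM selenite. A first-read NADPH fluorescence drop versus no-compound background flagged substrates.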
# USP1-UAF1 inh – Inhibitors of USP1/UAF1: Primary Screen; recombinant USP1/UAF1, Ub-Rhodamine cleavage fluorescence; Potency, µM (series often up to 57.1 µM), without a hit: at the highest dose activity change, negative = inhibition, actives largely listed as inhibitors; hit rate 0.23% among 390,000; also: potency is read from the fitted curve at half-maximal effect; % is scaled to controls: 0 for no effect and ±100 for the full control effect; nearly all actives have a fitted effect of over 60% in size; inactives centre near -12
#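 USP1/UAF1 complex at 1 nM was preincubated with compound for 15 min at room temperature, then Ub-Rho substrate (150nM final) was added. Fluorescence (480/540 nm) was read kinetically, 6 reads every 60 seconds.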
# Glioma ERSR ind – qHTS for Inducers of the Endoplasmic Reticulum Stress Response (ERSR) in Human Glioma: qHTS; U87-MG GRP78 promoter luciferase reporter, 16 h; Potency, µM, for inactives: at the highest dose activation, hits mostly activators; hit rate 0.02% among 420,000; also: potency is read from the fitted curve at half-maximal effect; series mostly up to about 76 µM; % of control where 0% means no effect; nearly all actives have a fitted effect of over 35% in size
#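 Stably transfected U87-MG glioma cells carrying a GRP78-based luciferase sensor; 16 h compound incubation. Luminescence end-point read 10 min after Bright-Glo addition at room temperature.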
# Vif-A3G inh – qHTS for Inhibitors of Vif-A3G Interactions: qHTS | DNA dC->dU-editing enzyme APOBEC-3G (Homo sapiens), Q9HC16 | HeLa A3G-eYFP + Vif (tagged APOBEC3G with the HIV-1 protein that degrades it), YFP fluorescence, overnight | Potency, µM (doses to about 46.1 µM), without a hit: at the top dose activity, negative = active, usual class: inhibitors | hit rate 0.076% among 410,000 | AID 602310, 2012;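 also: potency is read from the fitted curve at half-maximal effect; % is scaled to controls: 0 for no effect and ±100 for the full control effect; nearly all actives have a fitted effect of over 60% in size; hits raise eYFP signal because A3G escapes Vif-driven loss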
#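 Read-out is eYFP fluorescence (Ex 488/Em 500-530) from Vif-expressing HeLa A3G-eYFP cells; more signal means A3G escaped Vif-mediated degradation. Cells plated overnight, compound pinned in, incubated overnight at 37 deg C.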
# mIDH1 inhibitor – qHTS for Inhibitors of mutant isocitrate dehydrogenase 1 (IDH1): qHTS | Isocitrate dehydrogenase [NADP] cytoplasmic (Homo sapiens), O75874 | IDH1-R132H enzyme, NADPH consumption, diaphorase/resazurin fluorescence | Potency, µM (highest dose often 76.6 µM), for the others: top-dose activity change, negative = inhibition, usual class: inhibitors | hit rate 0.093% among 390,000 | AID 602179, 2012; also: potency is read from the fitted curve at half-maximal effect; % is scaled to controls: 0 for no effect and ±100 for the full control effect; nearly all actives have a fitted effect of over 65% in size
# Target sequence (O75874 whole entry R132H, stated change not applied): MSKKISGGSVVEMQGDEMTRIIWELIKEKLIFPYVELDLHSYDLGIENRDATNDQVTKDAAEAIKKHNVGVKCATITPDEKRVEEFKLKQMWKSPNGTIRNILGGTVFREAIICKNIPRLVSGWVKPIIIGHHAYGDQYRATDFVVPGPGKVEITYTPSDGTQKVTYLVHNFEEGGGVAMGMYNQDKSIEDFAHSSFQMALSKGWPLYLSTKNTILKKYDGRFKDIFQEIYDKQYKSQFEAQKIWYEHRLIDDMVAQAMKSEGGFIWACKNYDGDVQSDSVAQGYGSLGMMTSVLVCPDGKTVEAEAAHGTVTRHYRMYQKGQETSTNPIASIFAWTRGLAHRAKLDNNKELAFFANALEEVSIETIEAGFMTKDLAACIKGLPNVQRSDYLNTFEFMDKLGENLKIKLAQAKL
#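 IDH1-R132H (0.5 ug/mL) preincubated 30 min with compound, then NADPH (0.016 mM) and alpha-KG (2 mM) added; 80 min at RT, pH 7.5. Remaining NADPH coupled via diaphorase/resazurin to fluorescence (540/590 nm); concentration-response curves normalized to no-enzyme control.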
# RXFP1 ag – qHTS Assay for Agonists of the Relaxin Receptor RXFP1. Potency, µM (top dose mostly 57.5 µM), for the others: top-dose activation, usual class: activators. hit rate 0.3% among 370,000. HEK293T-RXFP1 cAMP TR-FRET, 30 min; response scale: percent of porcine relaxin response, buffer zero. Relaxin receptor 1 (Homo sapiens), Q9HBX9; also: potency is read from the fitted curve at half-maximal effect; % is scaled to controls: 0 for no effect and ±100 for the full control effect; nearly all actives have a fitted effect of over 60% in size; many of its hits are not listed in these tables
#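 HEK293 cells stably expressing RXFP1, treated 30 min at 37C with compounds plus PDE4 inhibitor Ro 20174; cAMP measured by HTRF TR-FRET. Normalized to buffer and 29 nM porcine relaxin; EC50 by Hill fit.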
# PI4K2A block – qHTS for small molecular inhibitors of PI4K2A; Phosphatidylinositol 4-kinase type 2-alpha (Homo sapiens), Q9BTU6; purified PI4K2A, ADP-Glo luminescence, 1 h; hits give low values; activity change, negative = inhibition, % at 76.9 µM; hit rate 0.13% among 420,000; AID 1346378, 2018; in the data active = activity change below about -50%; inconclusive = mostly about -30% to -49%;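 also: -100% = wells without enzyme as full effect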
# Target sequence (Q9BTU6 whole entry, looked up): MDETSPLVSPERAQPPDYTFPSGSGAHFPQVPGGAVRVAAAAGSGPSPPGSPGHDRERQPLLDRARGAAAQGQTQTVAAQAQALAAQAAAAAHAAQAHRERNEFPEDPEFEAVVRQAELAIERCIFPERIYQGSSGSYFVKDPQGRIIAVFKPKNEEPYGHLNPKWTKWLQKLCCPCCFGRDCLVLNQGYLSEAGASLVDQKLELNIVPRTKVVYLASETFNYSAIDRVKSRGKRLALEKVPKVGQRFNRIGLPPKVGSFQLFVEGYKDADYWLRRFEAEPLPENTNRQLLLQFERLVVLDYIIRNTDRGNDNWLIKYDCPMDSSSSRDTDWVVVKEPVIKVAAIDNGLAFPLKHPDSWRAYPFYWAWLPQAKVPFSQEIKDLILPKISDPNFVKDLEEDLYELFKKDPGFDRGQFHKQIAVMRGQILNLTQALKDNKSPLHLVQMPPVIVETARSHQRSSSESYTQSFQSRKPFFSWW
#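 In this quantitative HTS, ADP production by PI4K2A was quantified luminescently after 1 h at ambient temperature; 100 microM adenosine served as plate-quality control.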
# LDHA block – qHTS assay for inhibitors of human lactate dehydrogenase | L-lactate dehydrogenase A chain (Homo sapiens), P00338 | purified LDHA, NADH/diaphorase-resazurin fluorescence; hits give low values | activity change, % (values are at about 110 or 230 µM) | hit rate 0.15% among 480,000 | AID 1347041, 2019; in the data active = activity change below about -30%; inconclusive = mostly about -25% to -30%;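 also: plate controls were DMSO wells for no effect and wells without enzyme for full effect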
#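 Enzyme activity of human lactate dehydrogenase 5 (2 nM; 0.06 mM NADH, 0.2 mM pyruvate, 5 min, RT) is measured via a resazurin/diaphorase fluorescence readout of residual NADH.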
# Starred values were filed as active, the others as inactive; ? = inconclusive; · = not tested or not shown; [ ] = remark or other dose. Unless noted, calls follow the shape of the dose curve; as a rule, active = well fitted curve in the direction sought with a large enough effect; inconclusive = small, poorly fitted or top-dose-only effect, or another doubt; inactive = no such curve, though single readings can be large; an effect the other way counts as inactive or inconclusive. An excerpt; rates above refer to the full screens.
# Values run as follows: Vif-A3G inh, USP1-UAF1 inh, TrxR1 substrate, Vif-APOBEC3F blk, LDHA block, RXFP1 ag, mIDH1 inhibitor, PI4K2A block, Glioma ERSR ind
O=C(O)c1cccc(Nc2ccnc(Nc3cccc(C(=O)O)c3)n2)c1
 : 4%, -24%, -9%, 1%, -1, 0.4%, 9%, -1, -17%
Cc1ccc(N(CCC#N)C(=O)COC(=O)C2CCN(S(=O)(=O)c3ccc4c(c3)OCCO4)CC2)cc1
 : 1%, -4%, -2%, -13%, -5, -1.0%, 0%, 3, -4%
Cc1cccc(NC(=O)Nc2cnccn2)c1C
 : -4%, -11%, 0%, -3%, -3, -1.7%, 13%, -3, -2%
Cc1ccc(-c2nnc(N3CCCCC3)c3ccccc23)cc1S(=O)(=O)N1CCN(C)CC1
 : 1%, -11%, -27%[57.1 µM], 2%, -2, 3.9%, 11%, 19, -7%
Cc1cccc(N(CC(=O)NC2CCCCC2)C(=O)c2c(C)noc2C)c1
 : 4%, -5%, -4%, -6%, 2, -0.1%, -2%, 0, -5%
COc1cc(NC(=O)c2cccs2)c(C(=O)OCC(=O)c2cc(C)n(-c3ccc(F)cc3)c2C)cc1OC
 : 1%, -20%, 44%, -1%, -7, 0.0%, -1%, 6, -9%
CC1CCN(S(=O)(=O)c2ccc3c(c2)N(CC(=O)NCCN(C)C)C(=O)CS3)CC1
 : 1%, ?, 0%, 3%, 0, 1.0%, 0%, -17, -3%
CC(=O)Nc1cccc2c1C(=O)N(c1ccccc1C)C2=O
 : 1%, -7%, 1%[57.1 µM], 4%, -5, 0.3%, 1%, 4, 0%
O=C1c2ccccc2C(=O)N1Cc1cc(-c2ccc(Cl)cc2)no1
 : -3%, -29%, 8%, -9%, -5, ·, 1%, -5, 0%
Cc1ccc(S(=O)(=O)c2nnn3c2nc(N2CCC(C(N)=O)CC2)c2ccccc23)cc1C
 : 1%, -25%, 10%, 1%, 0, 16%, -4%, -2, -1%
O=C(CSc1nc2c(cnn2-c2ccccc2)c(=O)[nH]1)N1CCCCC1
 : -7%, -28%, 8%, ?, -3, 0.3%, 3%, -1, -2%
COc1ccc(NC(=O)COc2cccc3c2CCN(Cc2cccnc2)C3=O)cc1
 : 1%, -6%, 0%, 1%, -1, 0.5%, 5%, 5, -3%
O=C(NN1C(=O)c2ccccc2NC1c1ccc([N+](=O)[O-])o1)c1ccccc1 (stereo not drawn)
 : -7%, -6%, -13%, 0%, -1, 1.5%, 0%, 0, -1%
C=C(C)c1nc(Oc2ccccc2)nc(Oc2ccccc2)n1
 : ?, -10%, 9%[11.4 µM], 7%, -2, ·, 4%, 9, -14%
COC(=O)c1ccc(NC2=CC(=O)CC(C)(C)C2)cc1
 : -1%, -15%, -4%, -5%, 12, 0.4%, 2%, -11, -17%
COc1ccccc1CNC(=O)COC(=O)C12CC3CC(CC(O)(C3)C1)C2
 : -1%, -3%, -3%, 7%, -16, 1.2%, -15%, -2, 2%
CCn1ncc2c(OCc3ccc(C#N)cc3)cc(C)nc21
 : 0%, -8%, 8%[57.1 µM], -8%, -10, 4.1%, 14%, -1, -3%
Cc1cc(OCc2nc(-c3cccnc3)no2)c(C)cc1Br
 : 2%, -16%, 5%, 5%, -1, -1.1%, 1%, -2, -1%
Cc1ccc(NC(=O)C2CCN(S(=O)(=O)c3cccc4nonc34)CC2)nc1
 : -4%, -12%, 6%, 1%, -1, -0.3%, 2%, 4, -3%
COc1ccc(CNC(=O)C(NC(C)=O)C(=O)Nc2ccc(C(C)C)cc2)cc1 (stereo not drawn)
 : 1%, -12%, 0%, 16%, -4, -0.4%, -3%, 2, -1%

# Random excerpt: three records from the list.
# Values run as follows: Vif-A3G inh, USP1-UAF1 inh, TrxR1 substrate, Vif-APOBEC3F blk, LDHA block, RXFP1 ag, mIDH1 inhibitor, PI4K2A block, Glioma ERSR ind
COC(=O)c1ccc(NC2=CC(=O)CC(C)(C)C2)cc1
 : -1%, -15%, -4%, -5%, 12, 0.4%, 2%, -11, -17%
CC1CCN(S(=O)(=O)c2ccc3c(c2)N(CC(=O)NCCN(C)C)C(=O)CS3)CC1
 : 1%, ?, 0%, 3%, 0, 1.0%, 0%, -17, -3%
COc1cc(NC(=O)c2cccs2)c(C(=O)OCC(=O)c2cc(C)n(-c3ccc(F)cc3)c2C)cc1OC
 : 1%, -20%, 44%, -1%, -7, 0.0%, -1%, 6, -9%

# Some of the entries so far, tab-delimited:
molecule	Vif-A3G inh	USP1-UAF1 inh	TrxR1 substrate	Vif-APOBEC3F blk	LDHA block	RXFP1 ag	mIDH1 inhibitor	PI4K2A block	Glioma ERSR ind
CC1CCN(S(=O)(=O)c2ccc3c(c2)N(CC(=O)NCCN(C)C)C(=O)CS3)CC1	1%	?	0%	3%	0	1.0%	0%	-17	-3%
CC(=O)Nc1cccc2c1C(=O)N(c1ccccc1C)C2=O	1%	-7%	1%[57.1 µM]	4%	-5	0.3%	1%	4	0%
O=C1c2ccccc2C(=O)N1Cc1cc(-c2ccc(Cl)cc2)no1	-3%	-29%	8%	-9%	-5	·	1%	-5	0%
Cc1ccc(S(=O)(=O)c2nnn3c2nc(N2CCC(C(N)=O)CC2)c2ccccc23)cc1C	1%	-25%	10%	1%	0	16%	-4%	-2	-1%
O=C(CSc1nc2c(cnn2-c2ccccc2)c(=O)[nH]1)N1CCCCC1	-7%	-28%	8%	?	-3	0.3%	3%	-1	-2%
COc1ccc(NC(=O)COc2cccc3c2CCN(Cc2cccnc2)C3=O)cc1	1%	-6%	0%	1%	-1	0.5%	5%	5	-3%
O=C(NN1C(=O)c2ccccc2NC1c1ccc([N+](=O)[O-])o1)c1ccccc1 (stereo not drawn)	-7%	-6%	-13%	0%	-1	1.5%	0%	0	-1%

# (list continues)
# Values run as follows: Vif-A3G inh, USP1-UAF1 inh, TrxR1 substrate, Vif-APOBEC3F blk, LDHA block, RXFP1 ag, mIDH1 inhibitor, PI4K2A block, Glioma ERSR ind
Cc1ccc(O)c(C2=Nc3ccccc3N=C(c3ccco3)C2)c1
 : -7%, -17%, -2%, -25%, 0, ?, 0%, -3, -8%
COc1ccccc1NC(=S)c1ccccc1
 : -6%, -13%, -4%, 3%, 0, -0.4%, 2%, 3, -2%
Cc1ccc(S(=O)(=O)N2CCCCC2)cc1C(=O)OC(C)C(=O)NCC1CCCCC1 (stereo not drawn)
 : 1%, -13%, -6%, 3%, -2, -0.9%, 3%, -7, -2%
COc1ccc(C(=O)N(C)c2ccccc2C(=O)NCCc2ccccc2)cc1
 : 3%, -25%, 5%, -8%, -1, 1.5%, -1%, -16, -6%
Cc1cccc(-c2nc3c(C#N)c[nH]n3c2NC2CCCCC2)c1
 : -9%, ?, 7%, 2%, 3, 0.2%, -25%, -1, 2%
Cn1nc(/C=C/c2ccccc2)ccc1=O
 : 1%, 2%, 54%, 0%, -7, 0.3%, 1%, -7, 2%
COc1ccccc1C(=O)NNC(=O)c1ccccc1Br
 : -6%, -5%, 1%, 1%, -7, 0.5%, 4%, -3, 1%
O=Nc1c(O)n(Cc2ccc(Cl)c(Cl)c2)c2ccccc12
 : -9%, -17%, -6%, -1%, -4, 2.4%, 4%, 13, -3%
N#Cc1c(N)nc(SC2CCCCC2=O)c(C#N)c1-c1ccco1 (stereo not drawn)
 : 1%, 0%, -7%, 8%, -9, ·, 4%, 7, 5%
Cc1ccc(C(=O)N/C(=C/c2ccc(Cl)cc2)C(=O)NCC2CCCO2)cc1 (stereo not drawn)
 : -1%, -7%, 1%, -18%, -6, 0.3%, 5%, 0, -5%
C[C@H](CO)N1C[C@H](C)[C@@H](CN(C)CC2CC2)Oc2c(NS(=O)(=O)c3ccccc3)cccc2C1=O
 : -2%, ?, 6%, -5%, 4, ·, -10%, -3, -4%
COc1ccc(C(C)(NC(C)=O)c2nc(-c3ccncc3)cs2)cc1 (stereo not drawn)
 : -4%, ·, ·, ·, -12, ·, ·, 0, -4%
CC(CC(=O)Nc1cc(C(F)(F)F)ccc1Cl)c1ccccc1 (stereo not drawn)
 : 1%, -13%, -10%, -9%, -2, 3.4%, 9%, 1, -7%
Cc1n[nH]c(C)c1CCC(=O)N/N=C/c1c(C)[nH]c2ccccc12
 : -1%, -26%, 0%, 0%, -3, 2.7%, 0%, -5, 2%
CCOc1ccc(-c2ccc(NS(=O)(=O)c3cc([N+](=O)[O-])c(C)c([N+](=O)[O-])c3)cc2)nn1
 : 0%, -21%, -5%, 5%, -2, 0.1%, -6%, -2, -2%
Cc1ccc(-n2c(=O)[nH]c3ncccc3c2=O)cc1
 : 0%, -9%, 13%, -1%, -8, -5.4%, 3%, -3, -7%
